# Screening data: PubChem BioAssay, National Center for Advancing Translational Sciences (NCATS)
# TSG101-PTAP inh – qHTS Assay for Iinhibitors of HIV-1 Budding by Blocking the Interaction of PTAP/TSG101 | 340,000 tested, under 10 active | Potency, µM (highest dose often 115 µM), for inactives: at the top dose activity change, negative = inhibition, actives largely listed as inhibitors | Tumor susceptibility gene 101 protein (Homo sapiens), Q99816 | Fluorescence polarization, FITC-PTAP peptide / Tsg101 binding; active = well fitted inhibition curve with a large enough effect in the main read-out, with a control signal flat, not every such curve was filed as active; inconclusive = small, poorly fitted or top-dose-only effect, or effect the other way, or a change in a side signal; inactive = no such curve, though single readings can be large or run the other way; also: potency is read from the fitted curve at half-maximal effect; % of control where 0% means no effect
#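 Tsg101 binding domain (10 uM final) was mixed with compound and a FITC-labeled PTAP peptide (50 nM final) in HEPES pH 7.5 buffer with NaCl, Tween 20, EDTA and TCEP; fluorescence polarization was read after 20 min at r.t.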
# a7 integrin act – qHTS for Activators of Integrin-Mediated Alleviation for Muscular Dystrophy; 350,000 tested, 0.064% active; alpha7betagal myoblasts, beta-gal FDG fluorescence, 48 h; Potency, µM (titrated, usually from 38.3 µM), for the others: at the top dose activation, hits mostly activators; AID 624291, 2012;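 also: potency is read from the fitted curve at half-maximal effect; 100% = response of the positive control SU9516; nearly all actives have a fitted effect of over 60% in size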
#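 alpha7betagal+/- myoblasts (passage 13, 250/well) treated 48 h at 37C with compounds at 1:260 dilution of DMSO stock. Lysed, then beta-galactosidase activity read as FDG fluorescence (ex 480/em 540) after 30 min, with pre-read for autofluorescence.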
# PKM2 act – qHTS Assay for Activators of Human Muscle isoform 2 Pyruvate Kinase; purified PKM2, Kinase-Glo ATP luminescence, activation; response scale: 0% is enzyme alone, no compound; 260,000 tested, 0.34% active; Potency, µM (series often up to 57.5 µM), inactives show at the highest dose activation, usual class: activators; Pyruvate kinase PKM (Homo sapiens), P14618; also: potency is read from the fitted curve at half-maximal effect; % is scaled to controls: 0 for no effect and ±100 for the full control effect; nearly all actives have a fitted effect of over 55% in size
#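 Kinase-Glo luminescence reports ATP generated from ADP (0.1 mM) and PEP (0.5 mM) by purified hPK-M2 after 1 h at room temperature, pH 7.2 imidazole buffer; intermediate enzyme activity allows detecting inhibitors and activators.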
# Coupling enz – qHTS Assay for Inhibitors of Fructose-1,6-bisphosphate Aldolase from Giardia Lamblia: Coupling assay counterscreen; coupling enzyme system counterscreen, AmpLite Red fluorescence; activity change, negative = inhibition, % at 58.2 µM, hits read low; 290,000 tested, 0.67% active; in the data active = activity change below about -30%; also: % is scaled to controls: 0 for no effect and ±100 for the full control effect
#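 Activity here indicates interference with the coupling reaction, not aldolase inhibition. Compounds at 57.5 uM final met coupling enzymes for 10 min at RT; substrate and AmpLite Red detection followed, with a 525/598 nm fluorescence read after 20 min.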
# Giardia killer – Small Molecules that selectively kill Giardia lamblia: qHTS; Giardia lamblia trophozoite viability; activity change, % at 7.66 µM, hits read low; 340,000 tested, 0.15% active; AID 540267, 2011; in the data active = activity change below about -80%; inconclusive = between about -30% and that limit;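 also: parasites exposed to compound for two days anaerobically before the ATP read; % is scaled to controls: 0 for no effect and ±100 for the full control effect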
#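 ATP-content bioluminescence gauges trophozoite survival. Cells (100/well) receive compound and incubate anaerobically for 48 hrs at 37 deg C; detection reagent follows for 15-30 min at room temperature.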
# B2AR arrestin – qHTS assay of beta-arrestin-biased ligands of beta2-adrenergic receptor. Beta-2 adrenergic receptor (Homo sapiens), P07550. beta-arrestin recruitment to beta2AR, cell-based reporter. Potency, µM (highest dose often 46.1 µM), for inactives: at the top dose activation, hits mostly activators. 330,000 tested, 0.02% active. AID 492947, 2010;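 also: potency is read from the fitted curve at half-maximal effect; 0% = DMSO controls and full agonism = EC100 isoproterenol or metaproterenol; nearly all actives have a fitted effect of over 65% in size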
# Tb PFK inh – qHTS Assay to Find Inhibitors of T. brucei phosphofructokinase; Potency, µM (doses to about 57.5 µM), for the others: at the highest dose activity, negative = inhibition, hits mostly inhibitors; AID 485367, 2010; 330,000 tested, 0.17% active; T. brucei PFK, ADP-Glo luminescence; ATP-dependent 6-phosphofructokinase (Trypanosoma brucei brucei), O15648;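 also: potency is read from the fitted curve at half-maximal effect; 0% = uninhibited 1x PFK enzyme wells and -100% = no-enzyme wells; nearly all actives have a fitted effect of over 60% in size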
# Target sequence (O15648 whole entry, looked up): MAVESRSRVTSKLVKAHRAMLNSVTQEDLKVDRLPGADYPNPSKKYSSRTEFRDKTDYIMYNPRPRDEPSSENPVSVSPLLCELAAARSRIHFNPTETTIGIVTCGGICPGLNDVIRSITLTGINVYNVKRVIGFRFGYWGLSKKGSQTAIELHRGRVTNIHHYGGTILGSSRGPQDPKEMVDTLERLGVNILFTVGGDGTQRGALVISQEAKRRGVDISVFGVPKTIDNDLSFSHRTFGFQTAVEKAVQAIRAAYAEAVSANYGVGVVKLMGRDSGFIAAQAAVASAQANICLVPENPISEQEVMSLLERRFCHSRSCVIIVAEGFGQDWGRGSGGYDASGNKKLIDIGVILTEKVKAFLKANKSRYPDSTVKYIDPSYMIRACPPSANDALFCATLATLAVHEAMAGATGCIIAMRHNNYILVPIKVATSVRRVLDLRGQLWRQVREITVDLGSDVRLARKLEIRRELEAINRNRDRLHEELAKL
#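 Luminescent ADP detection (ADP-Glo, two-step: ATP depletion then ADP-to-ATP conversion for luciferase) reported PFK activity after 45 min room-temperature reaction of 1.25 nM enzyme with 0.5 mM F6P and 0.1 mM ATP at pH 8.0.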
# Chronic BCR inh – qHTS Assay to Find Inhibitors of Chronic Active B-Cell Receptor Signaling | ABC-DLBCL IkBa-CBG/CBR reporter, luminescence ratio, 4 h | Potency, µM (series often up to 46.1 µM), for the others: at the highest dose ratio change, negative = lower green/red ratio, hits mostly inhibitors | 340,000 tested, 0.05% active; active = well fitted inhibition curve with a large enough effect in the signal ratio, with a control signal flat, not every such curve was filed as active; inconclusive = small, poorly fitted or top-dose-only effect, or effect the other way, or a change in a side signal; the % refers to the signal ratio;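 also: potency is read from the fitted curve at half-maximal effect; plate controls were basal doxycycline-induced cells for no effect and cells given 10 µM MG132 for full effect; MG132 reads +100%, hits lower the ratio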
#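 Compounds up to 46 uM were incubated four hours with TMD8 cells whose green CBG68 luciferase is fused to IkappaBalpha; red CBR luminescence normalised the signal, and concentration-effect curves were fitted to fusion, red and ratio data.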
# Menin MLL FP TR – qHTS Assay for Inhibitors Targeting the Menin-MLL Interaction in MLL Related Leukemias: Competition With Texas Red Labeled MLL-derived Mutant Peptide; O00255; Menin + Texas Red MLL mutant peptide, fluorescence polarization; Potency, µM (highest dose often 61.6 µM), without a hit: at the top dose FP activity change, negative = inhibition, usual class: inhibitors; 270,000 tested, 0.23% active; AID 1768, 2009; active = well fitted inhibition curve with a large enough effect in the polarisation, with a control signal flat, not every such curve was filed as active; inconclusive = small, poorly fitted or top-dose-only effect, or effect the other way, or a change in a side signal; inactive = no such curve, though single readings can be large or run the other way; the % refers to the polarisation; also: potency is read from the fitted curve at half-maximal effect; % of control where 0% means no effect; many of its hits are not listed in these tables
# GALK inh – qHTS Assay for Inhibitors of Human Galactokinase (GALK); P51570; Purified GALK, Kinase-Glo residual ATP luminescence; Potency, µM (doses to about 57.5 µM), inactives show at the top dose activity change, negative = inhibition, hits mostly inhibitors; 270,000 tested, 0.007% active; AID 1868, 2009; also: potency is read from the fitted curve at half-maximal effect; % is scaled to controls: 0 for no effect and ±100 for the full control effect
# Target sequence (P51570 whole entry, looked up): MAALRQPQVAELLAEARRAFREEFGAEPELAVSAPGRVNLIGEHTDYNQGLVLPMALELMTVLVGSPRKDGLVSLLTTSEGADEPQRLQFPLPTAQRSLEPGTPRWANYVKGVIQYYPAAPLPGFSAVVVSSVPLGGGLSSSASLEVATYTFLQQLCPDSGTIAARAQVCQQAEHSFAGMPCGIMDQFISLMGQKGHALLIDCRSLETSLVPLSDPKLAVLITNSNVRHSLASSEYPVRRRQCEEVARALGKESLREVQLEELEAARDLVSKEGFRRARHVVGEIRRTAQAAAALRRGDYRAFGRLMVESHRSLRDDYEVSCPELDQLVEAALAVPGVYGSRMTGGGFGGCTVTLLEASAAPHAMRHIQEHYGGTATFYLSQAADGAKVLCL
#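 Human GALK (5 nM) with 35 uM ATP and 100 uM galactose in 20 mM HEPES pH 8.0, 5 mM MgCl2, 60 mM NaCl, 1 mM DTT, 0.01% BSA. After 1 h at room temperature, leftover ATP was read by Kinase-Glo Plus luminescence.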
# S-ASM inh – Inhibitors of Secretory Acid Sphingomyelinase (S-ASM): qHTS; Potency, µM (highest dose often 57.5 µM), inactives show at the highest dose activity change, negative = inhibition, usual class: inhibitors; Sphingomyelin phosphodiesterase (Homo sapiens), P17405; placental ASM, HMU-PC fluorogenic substrate, 60 min; 340,000 tested, 0.006% active; also: potency is read from the fitted curve at half-maximal effect
#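 Human placenta-derived ASM preincubated with compound 10 min at room temperature, then reacted with 9 uM (final) fluorogenic HMU-PC substrate for 60 min at 37 C. Stop solution raises pH to 10; fluorescence read at Ex 386/Em 447 nm.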
# * hit, by the source's call; i = inactive; ? = inconclusive; . = not tested or not shown; [ ] = remark or other dose. Unless noted, calls follow the shape of the dose curve; as a rule, active = well fitted curve in the direction sought with a large enough effect; inconclusive = small, poorly fitted or top-dose-only effect, or another doubt; inactive = no such curve, though single readings can be large; an effect the other way counts as inactive or inconclusive.
SMILES,TSG101-PTAP inh,a7 integrin act,PKM2 act,Coupling enz,Giardia killer,B2AR arrestin,Tb PFK inh,Chronic BCR inh,Menin MLL FP TR,GALK inh,S-ASM inh
COCC(=O)NNC(=S)Nc1cccc(C)c1C,-4%,19%,-13%,0,15,-0.2%,-1%,1%,-3%,1%,7%
C[C@H](N)c1nnc(SCc2ccc(Cl)cc2Cl)o1,-4%,-2%[7.66 µM],-22%,-2,1,0.4%,0%,-1%,5%,1%,0%
Cc1ccc(/C=N/Nc2nc3ccccc3s2)o1,-1%,5%,-17%,-1,-6,0.0%,0%,?,?,0%,6%
Cc1cc(C)c(S(=O)(=O)N(C)Cc2cnn(C)c2)c(C)c1,-1%,-5%,5%,2,-29,-0.1%,-12%,-10%,11%,1%,5%
COc1ccccc1-c1cc(C(=O)Nc2cccnc2Cl)no1,-6%,?,7%,0,4,0.5%,5%,.,6%,6%,-1%
CC(=O)Nc1ccc(S(=O)(=O)NCC(=O)OCC(=O)N2CCCCCC2)cc1,-4%,35%,.,.,-12,-0.8%,0%,-2%,.,.,9%
CCc1ccc(NC(=O)c2[nH]c(C)c(C(C)=O)c2C)cc1,-2%,6%,?,-1,-9,-1.0%,0%,0%,5%,8%,-9%
O=C(O)c1ccccc1C(=O)Nc1n[nH]c(=S)s1,-1%,2%,-71%,-70*,6,0.0%,?,1%,4%,0%,4%
Cc1ccc(N2C(=O)CC(Sc3ccccc3C(=O)O)C2=O)cc1C (stereo not given),1%,-9%,11%,2,4,0.0%,?,?,6%,0%,-2%
O=C(NCc1cccnc1)c1c(F)c(F)c(F)c(F)c1F,-3%,-29%,-1%,4,-7,0.0%,-8%,2%,3%,2%,1%
COc1ccc(OCC(=O)NCCCn2ccnc2)cc1,-5%,11%,-13%,-4,11,-0.6%,0%,0%,.,-2%,3%
CCOc1ccc(OCC)c(NS(=O)(=O)c2cn(C)cn2)c1,-4%,11%,.,0,34[activator],-0.1%,2%,-3%,-7%,0%,-1%
COc1ccc(-n2c(SCC(=O)Nc3sc4c(c3C#N)CCCC4)nnc2-c2ccc(O)cc2)cc1,-2%,8%,-3%,1,8,0.0%,-2%,?,.,0%,3%
O=S(=O)(Nc1cc(Sc2cccc3cccnc23)c(O)c2ccccc12)c1ccccc1,.,.,?,-55*,.,-2.5%,-8%,?,?,5%,.
Cc1nnc(SCC(=O)Nc2nc3c(s2)CC(C)CC3)s1 (stereo not given),1%,-14%,-3%,0,-27,0.0%,-8%,?,-17%,0%,1%
Cc1cccc(C)c1NC(=S)NCc1ccncc1,-3%,-9%,10%,4,-11,-1.0%,-1%,0%,.,-1%,3%
COc1ccc(NC(=O)CN(C)C(=O)c2ccc(OCc3ccccc3)c(OC)c2)cc1,-3%,1%,.,.,-10,0.3%,-29%,?,.,.,-4%
Cc1ccc(N2C(=O)c3ccccc3C2Nc2ccccc2F)nc1 (stereo not given),0%,4%,5%,2,13,0.1%,2%,3%,0%,1%,-3%
COC(=O)c1cn(CC(=O)N2CCCCCC2)c2ccccc12,-4%,-17%,1%,4,18,3.1%,0%,-2%,4%,0%,4%
Cc1ccc(-n2[nH]c(=O)c3cccnc32)cc1,-2%,-1%,1%,1,-10,-0.4%,1%,17%,.,-2%,0%
Cc1noc(C)c1COC(=O)CCOc1ccccc1,0%,5%,1%,-21,10,0.0%,2%,-2%,3%,8%,5%
O=C(NCCCN1CCOCC1)c1ccc2c(c1)N(Cc1ccc(F)cc1)CCS2,-7%,-37%,.,.,-14,0.3%,0%,5%,.,-5%,294%[activator]
O=C(NNC(=O)c1ccc(-n2cncn2)c([N+](=O)[O-])c1)c1ccc(Cl)cc1,-3%,8%,.,.,13,0.1%,6%,-4%,.,.,1%
Cc1cc(NC(=O)/C=C/c2ccccc2)no1,-12%,-17%,-1%,-1,-7,0.5%,1%,?,-9%,3%,6%
CC1(C)Cc2c(sc3nnn(Cc4ccc(Cl)cc4)c(=O)c23)CO1,5%,0%,-2%,2,11,-1.0%,-6%,0%,7%,.,-13%
CC(C)(C)N(Cc1ccccc1)C(=O)CSc1ncn[nH]1,-4%,-4%,0%,0,-1,0.9%,-2%,-1%,15%,1%,0%
N#Cc1c(N)n(CCOC(=O)c2ccc(Cl)cc2)c2nc3ccccc3nc12,-1%,-38%,25%,-8,19,-0.1%,-6%,?,70%[activator],0%,i
CC(C)(C)C(=O)Nc1nc(-c2ccc3c(c2)OCO3)cs1,-2%,16%,3%,-5,-1,-0.3%,-5%,?,14%,2%,2%
O=C(/C=C/c1ccco1)Nc1ccc(CN2CCOCC2)cc1,-1%,-13%,0%,0,-12,-0.7%,-11%,?,.,1%,1%
O=c1c2ccccc2nc(COc2ccccc2)n1/N=C/c1cc([N+](=O)[O-])ccc1O,0%,-18%,6%,5,-1,-1.7%,1%,?,?,0%,?
O=S(=O)(c1ccc(-c2ccon2)s1)N1CCN(CCN2CCOCC2)CC1,1%,-26%,-2%,-1,11,-1.0%,2%,1%,.,1%,-1%
CCOc1ccc(N(CC(=O)NCc2ccc(OC)cc2)S(=O)(=O)c2c(C)[nH]c(=O)[nH]c2=O)cc1,-10%,-3%,.,.,-3,0.2%,1%,8%,.,5%,-3%
CC(C)n1cc(C(=O)N2CCCC(Nc3ccc(F)c(F)c3)C2)cn1 (stereo not given),0%,?,.,1,-17,0.3%,-6%,2%,10%,7%,-10%
O=c1cc2n(c(=O)[nH]1)CCC1=C2CCCC1,-6%,-8%,-3%,-8,-3,0.1%,2%,6%,-4%,6%,5%
O=C(O)c1ccc(N/N=C/c2ccnc3ccccc23)cc1,0%,38%,-2%,2,-14,-0.8%,13%,?,.,-4%,4%
Cc1ccc(/C=N/NC(=O)CCSc2ccccc2)cc1,-3%,-12%,-1%,2,-23,-1.6%,0%,-2%,-1%,2%,-6%
Cc1ccc(Cn2c(Sc3nnc(C)s3)nc3c2c(=O)[nH]c(=O)n3C)cc1,-5%,-27%,-7%,0,-25,-1.0%,-2%,-14%,-2%,2%,7%
Nc1nonc1-n1nnc(C(=O)N/N=C/c2ccccc2F)c1-c1cccs1,1%,-24%,-6%,-9,18,0.2%,-1%,16%,?,6%,-1%
Cc1c(NC(=O)c2ccc(Cl)nc2)cccc1-c1nc2cccnc2s1,0%,8%,1%,2,21,-0.2%,-7%,?,.,0%,-1%
CSc1ccc(C(=O)C2CCCN(Cc3cccn3-c3cccnc3)C2)cc1 (stereo not given),-1%,-29%,-4%,-1,9,-0.2%,0%,1%,-29%,2%,-2%
N#CC1(NC(=O)CSc2nnc(COc3ccccc3F)n2N)CCCCC1,-4%,0%,.,.,16,-0.8%,-1%,2%,.,.,0%
CCOC(=O)C1=C(C)NC(C)=C(C(=O)OCC)C1C1=COCCO1,0%,8%,-1%,0,-7,0.3%,-6%,-2%,4%,3%,12%
CC(C)c1ccccc1NC(=O)Nc1ccc(F)cc1F,-1%,0%,-6%,2,-5,-0.7%,-3%,-15%,.,7%,-4%
Cn1nc(C(=O)Nc2nc3ccc(S(C)(=O)=O)cc3s2)ccc1=O,-5%,-21%,-12%,4,1,-0.2%,1%,-3%,-5%,2%,0%
COc1ccc(-c2nc(NC(=O)c3c(C)noc3C)sc2C)cc1,0%,-16%,.,.,16,0.5%,-7%,-1%,.,.,-11%
O=C(O)C1CN(C(=O)c2cccc(Br)c2)C1,0%,0%,-4%,6,-2,-0.6%,1%,1%,17%,2%,-1%
O=C(CCc1ccccc1)Nc1ccc(F)cc1F,-5%,-14%,-4%,-1,-5,0.1%,-1%,?,.,-4%,3%
O=C(CN(c1cccc(C(F)(F)F)c1)S(=O)(=O)c1ccc(Cl)c([N+](=O)[O-])c1)NCc1ccccc1Cl,0%,-56%[inhibitor],-3%,-1,-1,-0.2%,1%,?,24%,-2%,.

# This is a subset; rates above refer to the full screens.
